Screens (PubChem)
PKA-R2B activ – activates the human PKA-R2B holoenzyme complex. P22694+P31323. PKA-R2B holoenzyme dissociation, Cy5-IP20 fluorescence polarization; R2B truncated from residue 108, S112A mutant; 0% DMSO only, 100% 113 µM cGMP. activation, % at 11.4 µM. 0.079% of 340,000 active. AID 504700;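 active means activation above a cutoff set at the mean over all compounds plus 3 SD, cut at about 18% in these data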;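 further: higher means more holoenzyme dissociation and a rise in polarization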
AddAB inh – less growth of phage-infected E. coli with AddAB. inhibition, % at 11.9 µM. 0.29% of 330,000 active. E. coli expressing H. pylori AddAB, absorbance growth; in the data active means inhibition above about 12%;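 further: 0% = vehicle wells of infected cells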
DAGLB inh – diacylglycerol lipase beta (human) inhibition; 0.059% of 340,000 active; inhibition, % at 5.17 µM; HEK293T DAGLB membrane lysate, EnzChek fluorogenic substrate; Q8NCG7; AID 504411; in the data active means inhibition above about 34%;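 further: 0% = enzyme with vehicle and 100% = wells lacking enzyme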
Target sequence (Q8NCG7 whole entry, looked up): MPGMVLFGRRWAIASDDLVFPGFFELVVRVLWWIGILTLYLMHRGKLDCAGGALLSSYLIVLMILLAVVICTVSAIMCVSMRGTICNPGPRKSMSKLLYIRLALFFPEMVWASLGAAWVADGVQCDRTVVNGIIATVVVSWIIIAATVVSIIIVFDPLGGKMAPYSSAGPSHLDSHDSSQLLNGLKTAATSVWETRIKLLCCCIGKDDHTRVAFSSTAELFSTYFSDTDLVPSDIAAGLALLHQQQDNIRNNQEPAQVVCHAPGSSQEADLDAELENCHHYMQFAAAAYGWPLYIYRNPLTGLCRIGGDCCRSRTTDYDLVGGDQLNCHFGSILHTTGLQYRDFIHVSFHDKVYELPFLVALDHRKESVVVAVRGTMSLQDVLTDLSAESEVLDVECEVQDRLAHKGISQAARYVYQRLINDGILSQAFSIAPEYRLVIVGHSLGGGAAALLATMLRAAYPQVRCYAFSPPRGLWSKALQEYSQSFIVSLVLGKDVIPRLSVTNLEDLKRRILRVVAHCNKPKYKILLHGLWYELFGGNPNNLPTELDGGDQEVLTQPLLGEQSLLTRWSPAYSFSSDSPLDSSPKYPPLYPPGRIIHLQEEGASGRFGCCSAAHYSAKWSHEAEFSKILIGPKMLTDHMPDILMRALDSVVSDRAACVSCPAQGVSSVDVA
phage Ecoli inh – E. coli growth loss with phage present. growth absorbance. AID 651602. inhibition, % at 11.9 µM. 0.26% of 360,000 active; in the data active means inhibition above about 11%
SUMO Mot1 rescue – inhibitors of SUMOylation pathway: yeast Mot1-301 growth rescue. S. cerevisiae Mot1-301 growth rescue, ATP luminescence, 38.5C; percent above DMSO median, 100 means doubled. growth rescue, % at 18.8 µM. 1% of 320,000 active;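 active means every valid replicate shows activation above 250% relative to neutral control wells; inactive means the rest, any valid replicate at or below 250%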;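 further: OY570 slx delta 5 strain wells were the positive control but not used for scaling; some compounds called inactive have numbers as strong as hits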
E coli growth – counter-screen for AddAB inhibitors: E. coli growth inhibition; E. coli V3065 growth, OD600 absorbance, 18 h; inhibition, % at 11.9 µM; 0.27% of 330,000 active; AID 449728;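 active means inhibition above the campaign's mean inhibition across all tested compounds plus 3 SD, cut at about 9.9% in these data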;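 further: uninfected addAB+ strain grown without phage in ampicillin broth; 0% = DMSO wells and 100% = ciprofloxacin 0.95 µg/ml wells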
PKA-R1A activ – activates the PKA-R1A holoenzyme complex | PKA-R1A dissociation, Cy5-IP20 fluorescence polarization; scaled: DMSO 0%, 113 µM cGMP 100% | 0.083% of 340,000 active | P00514+P68181 | activation, % at 11.4 µM;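 active means percent activation above the mean of all tested compounds plus 3 SD, cut at about 19% in these data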;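 further: higher means more PKAc released from R1A so a rise in polarization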
HTR5A inv ctr – counter-screen for OPRM1-OPRD1 inverse agonists: human HTR5A inverse agonism. HTR5A cell line, luminescence. inhibition, % at 9.3 µM. P47898. 0.083% of 340,000 active; in the data active means inhibition mostly above about 23%, no sharp cut-off; inactive means mostly below about 18%;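 further: 0% = cells with DMSO and 100% = no-cell wells with DMSO; some compounds called inactive have numbers as strong as hits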
Target sequence (P47898 whole entry, looked up): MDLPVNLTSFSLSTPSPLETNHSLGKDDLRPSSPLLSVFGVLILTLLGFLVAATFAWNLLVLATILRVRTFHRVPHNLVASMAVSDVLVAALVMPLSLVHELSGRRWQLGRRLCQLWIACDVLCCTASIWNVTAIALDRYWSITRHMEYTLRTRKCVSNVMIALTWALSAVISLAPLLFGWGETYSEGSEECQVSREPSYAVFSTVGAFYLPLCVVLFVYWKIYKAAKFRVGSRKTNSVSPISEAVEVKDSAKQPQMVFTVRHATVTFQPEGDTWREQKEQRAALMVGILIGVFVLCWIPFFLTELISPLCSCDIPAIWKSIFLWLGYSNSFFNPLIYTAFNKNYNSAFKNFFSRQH
HTR5A ag ctr – counter-screen for OPRM1-OPRD1 agonists: human HTR5A agonism. P47898. HTR5A agonist assay, luminescence, cell-based. activation, % at 9.3 µM. 0.61% of 340,000 active. AID 504692; in the data active means activation mostly above about 9.5%, no sharp cut-off; inactive means mostly below about 7.6%;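 further: 0% = cells with vehicle only and 100% = reference agonist; strong numbers were not always called active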
CDK5 p35 inh – blocks human CDK5/p35 kinase activity. inhibition, % at 10 µM. Recombinant CDK5/p35, ADP-Glo luminescence, 60 min. Q00535+Q15078. 0.01% of 330,000 active. AID 488839;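 active means highest replicate inhibition of at least 50% and at least 75% of replicates reaching 50%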;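 further: plate controls were DMSO neutral control for no effect and GW8510 at 10 µM for full effect; many of its hits are not listed in these tables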
Tat export inh – blocks Tat-dependent protein export in E. coli; E. coli MC4100 TorA-mCherry Tat export, fluorescence; inhibition, % at 10 µM; 0.036% of 340,000 active; AID 488895;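 active means mean replicate inhibition at least 50% and at least half of replicates individually reaching 50%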;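 further: exported cargo escapes ClpAP degradation while cytoplasmic cargo is degraded and loses fluorescence; 0% = median of neutral control wells and 100% = median of NaSCN control wells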
Starred values were filed as active, the others as inactive; i = inactive; . = not tested or not shown; & = joins results of further samples.

A first look:
SMILES | PKA-R2B activ | AddAB inh | DAGLB inh | phage Ecoli inh | SUMO Mot1 rescue | E coli growth | PKA-R1A activ | HTR5A inv ctr | HTR5A ag ctr | CDK5 p35 inh | Tat export inh
COc1ccccc1S(=O)(=O)Cc1ccc(C(=O)NC2CCCCCC2)o1 | -4.2 | 1.9 | -1.8 | 0.5 | 5.8 | -0.6 | -2.1 | -23.5 | 1.6 | 1.0 | -8.2
CC(C)CCNC(=O)COc1cccc2c1OC(C)(C)C2 | -4.0 | 1.2 | -0.3 | 4.0 | 1.7 | -1.7 | -3.1 | -17.6 | 0.7 | 2.9 | -4.2

All compounds of this part (from the top)
SMILES | PKA-R2B activ | AddAB inh | DAGLB inh | phage Ecoli inh | SUMO Mot1 rescue | E coli growth | PKA-R1A activ | HTR5A inv ctr | HTR5A ag ctr | CDK5 p35 inh | Tat export inh
COc1ccccc1S(=O)(=O)Cc1ccc(C(=O)NC2CCCCCC2)o1 | -4.2 | 1.9 | -1.8 | 0.5 | 5.8 | -0.6 | -2.1 | -23.5 | 1.6 | 1.0 | -8.2
CC(C)CCNC(=O)COc1cccc2c1OC(C)(C)C2 | -4.0 | 1.2 | -0.3 | 4.0 | 1.7 | -1.7 | -3.1 | -17.6 | 0.7 | 2.9 | -4.2
COc1cc2c(cc1OC)C(Nn1cnnc1)=NC1(CCCC1)C2 | 0.4 | 0.0 | 4.4 | 0.5 | -9.5 | -0.7 | 0.4 | -17.4 | 0.1 | 0.5 | -3.7
O=C(CSc1nc2ccccc2c(=O)n1-c1ccccc1)N1CCN(CCO)CC1 | 1.9 | 1.2 | -1.1 | 1.8 | 474.9 | -0.4 | 3.5 | 3.8 | -1.7 | 0.0 | 1.0
COc1ccc(Cn2nnnc2C(c2cc3cccc(C)c3[nH]c2=O)N2CCN(C)CC2)cc1 (stereo not drawn) | -1.8 | 0.6 | -1.2 | 2.0 | -12.2 | 0.7 | -10.1 | -4.4 | 0.2 | -1.1 | 5.6
CC1=NN(C(N)=S)C(=O)C1N=Nc1ccc(F)cc1 (stereo not drawn) | 8.2 | . | 2.4 | 1.5 | . | . | 5.7 | 11.1 | -3.1 | 0.6 | -10.1
O=C(OCc1nnc(-c2ccccc2)o1)c1cc2ccccc2cc1O | 3.0 | 1.2 | -13.8 | 2.5 | . | 1.9 | 1.1 | 7.7 | -3.1 | 3.1 | -0.8
CCN(C[C@H]1N[C@@](CC)(C(=O)OC)[C@H]2C(=O)N(C)C(=O)[C@@H]12)S(=O)(=O)c1ccc(-c2ccccc2)cc1 | 4.7 | 1.7 | -1.1 | 1.5 | -4.8 | -1.6 | -6.1 | -10.8 | 2.9 | 2.7 | 1.6
Cc1ccc(C(=O)N2CCCC(C(=O)c3cc(F)ccc3F)C2)s1 (stereo not drawn) | 1.8 | -0.3 | -6.0 | -0.2 | -4.6 | 1.1 | 3.6 | 6.2 | -0.4 | -0.4 | 6.4
CC(C)(C)NC(=O)C1N(c2cccnc2)C(=O)C2C(C(=O)Nc3ccccc3F)C3(C)C=CC21O3 (stereo not drawn) | 9.5 | 3.4 | -1.9 | 4.5 | 2.6 | 1.5 | -9.8 | -4.6 | 0.6 | 0.1 | 4.7
CN1C(=O)/C(=C2\SC(=S)N(C(CCC(=O)O)C(=O)O)C2=O)c2ccccc21 (stereo not drawn) | -5.3 | 0.4 | 0.1 | 1.6 | 3.4 | -0.1 | 13.0 | -15.6 | 6.3 | -1.3 | 3.8
Cc1ccc(NC(=O)C2CCCN(S(=O)(=O)c3ccc4[nH]c(=O)ccc4c3)C2)c(C)c1 (stereo not drawn) | 4.6 | 8.0 | 2.8 | 1.5 | . | 0.5 | -2.8 | 13.7 | -5.0 | 1.4 | -1.0
CCN(CC)CCNc1nc(-c2ccccc2)c2c(c1C#N)CC(C)(C)OC2 | 9.2 | -3.6 | 0.6 | -0.7 | 5.4 | -0.2 | -14.7 | -28.6 | 10.3 | -0.7 | 11.2
CSc1nnc2ccc(-c3cccs3)nn12 | 4.3 | 0.9 | -1.6 | 4.2 | -16.2 | 3.5 | -18.2 | -21.0 | 7.7 | -0.1 | -0.6
O=C(O)CN1CCN(Cc2ccc(Cl)cc2)C1=O | 0.9 | 1.2 | -0.4 | 4.6 | 10.5 | -2.3 | 0.9 | 11.6 | -1.7 | -3.1 | -4.2
OC12CCCCC1C(c1ccc3c(c1)OCO3)N(Cc1ccccc1F)CC2 (stereo not drawn) | -8.1 | 1.4 | -1.4 | 0.9 | -20.8 | 1.2 | -8.9 | -11.2 | -0.8 | -1.0 | 3.2
Cc1cc(NS(=O)(=O)c2ccc(NC(=O)CCCOc3cccc(C)c3C)cc2)no1 | -8.0 | 0.3 | 5.4 | 4.4 | 1.2 | 2.9 | -4.8 | 18.7 | -1.2 | -1.3 | 9.1
CCOc1ccccc1OCCCC(=O)N1CCN(S(=O)(=O)c2cc(F)ccc2F)CC1 | -10.9 | . | 0.2 | 3.0 | . | . | -1.3 | 4.7 | -1.3 | 0.4 | 2.0
Oc1ccc(/C=N/NC(=S)NCC2CCCO2)cc1 (stereo not drawn) | -1.0 | -0.6 | 3.5 | 4.4 | -17.5 | 0.2 | 1.6 | -20.1 | 1.8 | -1.4 | 1.5
CCOC(=O)N1CCN(S(=O)(=O)c2ccc(C(=O)Nc3sc4c(c3C(N)=O)CCN(CC)C4)cc2)CC1 | -1.7 | 0.4 | 0.4 | 1.8 | 0.3 | -1.9 | -5.0 | 27.3 | 0.0 | -0.8 | 0.1
Cc1cc(NC(=O)c2ccc(-c3ccc(F)c(Cl)c3)o2)no1 | 8.1 | -0.7 | -7.7 | 3.8 | 9.4 | 2.1 | 7.7 | 6.8 | 6.9 | -0.2 | 1.8
COc1cc(NS(=O)(=O)c2ccc(Nc3nc(-c4ccccn4)cs3)cc2)nc(OC)n1 | -17.2 | -0.2 | 5.2 | 4.0 | -7.9 | -1.3 | -4.6 | -2.6 | 1.0 | -1.8 | -2.8
C=CCN1/C(=C(\C#N)C2=NS(=O)(=O)c3ccccc32)N(C)c2ccccc21 | 3.8 | 0.1 | 2.5 | 3.1 | -2.4 | -2.0 | -1.0 | -16.7 | 2.7 | 5.0 | -7.2
CC(C)CCn1c(SCC(=O)NC2CCS(=O)(=O)C2)nc2cc(Cl)ccc2c1=O (stereo not drawn) | -0.7 | 0.5 | -0.8 | 1.5 | 5.2 | 1.1 | -0.3 | -5.0 | 1.8 | 0.9 | -3.8
CCCCC(=O)Nc1ccc(C(=O)NN2C(=O)c3ccccc3C2=O)cc1 | -5.7 | 3.8 | 2.7 | 3.4 | -3.6 | 2.0 | -2.6 | 16.2 | 2.3 | 0.0 | 0.9
O=C(NC(=S)Nc1ccccc1N1CCCC1)c1ccccc1[N+](=O)[O-] | -5.0 | 0.8 | -0.8 | 0.4 | -16.6 | -0.8 | -11.1 | 16.6 | -1.3 | -0.1 | 0.6
Cc1c(NS(=O)(=O)N2CCCCC2)c(=O)n(-c2ccccc2)n1C | -7.0 | -0.3 | 1.8 | 2.7 | 347.7 | 0.6 | -19.7 | 18.3 | -1.7 | -0.1 | 1.0
Cc1nc(NC(=O)COC(=O)CCc2ccccc2)c(Cl)cc1Cl | 8.1 | 1.7 | -8.3 | -1.4 | -5.4 | 1.1 | 9.4 | -5.2 | 3.5 | 0.6 | -8.3
CC(C)Cn1c2nc3ccccc3nc2c2c(=O)n(CCN3CCOCC3)cnc21 | -2.5 | 1.4 | -1.8 | 2.7 | 109.9 | -2.5 | -12.8 | -13.4 | 0.8 | -0.4 | -0.6
COc1ccc(C2C(=O)c3ccccc3C2=O)cc1 | 11.1 | 1.4 | 0.5 | 5.0 | -16.1&-0.7 | 0.0 | 3.5 | 0.6 | -0.2 | -3.8 | -0.9
CC(=O)c1ccc(NC(=O)NC2CCCCCCC2)cc1 | 0.6 | . | -1.8 | 3.4 | 52.8 | . | -2.7 | 2.8 | -0.8 | -1.8 | 5.6
CC(=O)NC12CC3CC(C1)CC(C(=O)N1CCN(S(=O)(=O)c4cccc([N+](=O)[O-])c4)CC1)(C3)C2 | -0.2 | . | -0.5 | 7.1 | . | . | -18.5 | 12.1 | -4.9 | -1.2 | -1.3
COc1cc(NC(=S)N2CCN(S(=O)(=O)c3ccccc3)CC2)cc(OC)c1 | -2.4 | . | 1.3 | 2.9 | 6.1 | . | 4.8 | -10.5 | 0.7 | -1.0 | 14.1
O=C(CSc1nccn(-c2ccc(Br)cc2)c1=O)NC1CCCC1 | -0.5 | 0.8 | -1.3 | 0.3 | -2.6 | -0.8 | 13.1 | -1.9 | 0.7 | -3.7 | -4.7
Cc1c(C(=O)NC2CCCC2)oc2ccccc12 | -10.2 | -0.9 | -4.3 | 0.9 | 0.9 | -4.4 | 1.1 | -10.1 | 3.6 | 1.8 | -10.9
N#Cc1c(SCc2ccccc2)nc(N2CCOCC2)c2c1CCCC2 | -8.0 | 3.8 | -8.9 | -1.0 | 6.7 | 1.4 | -1.2 | 1.8 | -0.7 | -0.6 | -0.2
COc1ccc(NC(=S)NCCCn2ccnc2)cc1 | -7.7 | 1.9 | -0.4 | 2.1 | 50.2 | 1.8 | -0.1 | -11.1 | 0.3 | -0.2 | -2.8
CCOc1ccc(C(=O)C(C)OC(=O)Cn2[nH]c(=O)c3ccccc3c2=O)cc1 (stereo not drawn) | -1.3 | 2.0 | -2.8 | -1.2 | 4.6 | 2.6 | -2.6 | -14.0 | 5.5 | 4.2 | 18.5
Cc1cc(NCCc2ccccc2F)n2ncnc2n1 | 6.5 | 3.6 | 1.0 | 4.8 | -14.1 | 3.9 | -0.1 | 10.0 | -3.5 | -5.3 | -0.3
CCCCN(C(=O)/C=C/c1ccco1)c1c(N)n(CCC)c(=O)[nH]c1=O | 1.1 | -1.9 | 0.1 | 3.0 | -11.7 | 1.4 | 3.3 | -12.0 | 4.8 | -1.1 | -6.0
CC(=O)c1ccc(N2CCN(C(=O)C3CCCN(c4ncnc5c4nc4n5CCCCC4)C3)CC2)cc1 (stereo not drawn) | -0.3 | 2.8 | 0.7 | 0.5 | 1.6 | 0.4 | -8.0 | -0.4 | 0.1 | -2.4 | -2.5
C=CCn1c(SCC(=C)C)nc2c1c(=O)[nH]c(=O)n2C | -3.3 | -3.0 | 2.6 | 0.1 | 2.6 | -1.4 | 8.7 | 3.3 | -1.2 | 1.0 | 0.3
NNC(=O)C12CC3CC(C1)CC(n1ncnn1)(C3)C2 | 3.5 | 4.3 | -1.0 | 4.6 | -1.2 | -0.8 | 0.4 | -0.1 | 2.6 | -0.8 | 5.6
COc1ccccc1N(O)C1CC(=O)N(c2ccc(F)cc2)C1=O (stereo not drawn) | 0.3 | -0.2 | 4.9 | 1.6 | 4.7 | -2.4 | -1.0 | 8.5 | -0.6 | -0.9 | 3.2
CCOC(=O)c1nn(-c2ccccc2C)c2nc(CC(C)C)c(C#N)c(=O)n12 | -9.5 | -0.3 | 0.0 | 1.3 | i | -0.6 | -6.3 | -11.2 | 4.1 | 0.2 | 5.2
Cc1cc(C(=O)NCc2cccs2)nn1C | -1.2 | 6.4 | 0.1 | 2.4 | -21.2 | 0.3 | 3.5 | -2.6 | 1.0 | -1.0 | 2.5
